Screening data as filed in PubChem BioAssay.
ABHD5-PLIN5 inh = inhibitors of human ABHD5-perilipin-5 interaction. Q00G26+Q8WTS1. Split G. princeps luciferase complementation, luminescence, 4 h. inhibition, % at 4 µM. hit rate 0.78% among 360,000. AID 602281;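 active = inhibition above the mean inhibition across every tested compound plus 3 SD, cut at about 22% in these data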;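 also: 0% = DMSO only wells and the 100% control is not disclosed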
HTR2A ag = agonists of mouse serotonin 5-HT2A receptor (HTR2A) | CHO-K1 mHTR2A beta-arrestin complementation, luminescence; percent of 30 µM serotonin response | hit rate 0.66% among 360,000 | P35363 | activation, % at 7.6 µM;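 active = activation above a run cutoff, the mean activation of all tested compounds plus 3 SD, cut at about 14% in these data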;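 also: 0% = plate median of compound wells and 100% = 30 µM serotonin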
Target sequence (P35363 whole entry, looked up): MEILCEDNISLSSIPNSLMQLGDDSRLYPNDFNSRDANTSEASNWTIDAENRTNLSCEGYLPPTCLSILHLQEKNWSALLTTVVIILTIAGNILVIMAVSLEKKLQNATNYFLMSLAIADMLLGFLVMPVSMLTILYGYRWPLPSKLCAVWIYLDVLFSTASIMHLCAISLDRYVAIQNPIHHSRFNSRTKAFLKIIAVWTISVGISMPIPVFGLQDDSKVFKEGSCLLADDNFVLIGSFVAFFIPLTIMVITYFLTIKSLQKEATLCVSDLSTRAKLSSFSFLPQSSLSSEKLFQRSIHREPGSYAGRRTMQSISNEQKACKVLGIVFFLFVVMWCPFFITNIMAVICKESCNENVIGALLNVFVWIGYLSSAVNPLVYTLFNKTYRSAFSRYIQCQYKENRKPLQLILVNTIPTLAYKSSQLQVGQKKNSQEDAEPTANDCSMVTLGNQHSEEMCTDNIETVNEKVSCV
aDG glyco up = alpha-DG glycosylation activation. Pro5-aDG cells, alpha-DG glycosylation AlphaScreen (IIH6); 0% Pro5, 100% B10-LARGE cell signal. activation, % at 10 µM. hit rate 0.22% among 360,000. AID 624168;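 active = activation of at least 8% versus controls, or a plate z-score of at least 8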;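 also: Pro5 are CHO cells carrying HIG-tagged alpha-DG that lacks glycosylation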
Glyco luc inh = blocks N-linked glycosylation in D54 reporter cells. D54 ERlucT glycosylation luciferase reporter, 24 h; percent of 100 nM tunicamycin response. reporter increase, % at 12.5 µM. hit rate 0.23% among 360,000;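 active = mean luciferase reporter signal, scaled so untreated is 0 and the glycosylation-blocking control 100, at or above a set limit in every replicate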;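 also: luciferase carries N-glycosylation sites so blocking glycosylation raises the light; 0% = median of neutral control wells and 100% = median of 100 nM tunicamycin wells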
MC4R antagonist = antagonists of human melanocortin 4 receptor (MC4R); inhibition, % at 6.5 µM; MC4R-expressing cells, MTII-stimulated cAMP, LANCE TR-FRET; P32245; hit rate 0.48% among 360,000;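 active = inhibition above its plate's cutoff, the mean of tested wells on that plate plus 3 SD, cut at about 29% in these data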;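 also: 0% = Melanotan II alone and 100% = Melanotan II plus saturating MCL0020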
Target sequence (P32245 whole entry, looked up): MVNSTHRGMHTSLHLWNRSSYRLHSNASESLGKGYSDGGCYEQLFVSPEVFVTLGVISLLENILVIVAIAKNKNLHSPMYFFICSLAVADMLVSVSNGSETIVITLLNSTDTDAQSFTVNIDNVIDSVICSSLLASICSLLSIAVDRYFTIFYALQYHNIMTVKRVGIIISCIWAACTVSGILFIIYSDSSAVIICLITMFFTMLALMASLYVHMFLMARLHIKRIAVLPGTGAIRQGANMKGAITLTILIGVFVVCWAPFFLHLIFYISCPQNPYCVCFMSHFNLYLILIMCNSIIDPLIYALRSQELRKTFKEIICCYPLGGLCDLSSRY
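system = U2OS cells with stable human MC4R expression | also added = Melanotan II challenge after compound preincubation | dosing = one concentration, 6.5 µM nominal | incubation = compound 30 min, challenge 1 h, detection 1 h | measured by = TR-FRET with Eu-cAMP and labeled anti-cAMP, 671 nm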
iPSC survival up = hiPSC single-cell survival enhancement; hit rate 0.044% among 360,000; AID 602274; ATPlite luminescence; 100% = ROCK inhibitor wells, 0% = DMSO; survival enhancement, % at 20 µM; in the data active = survival enhancement above about 18%;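 also: cells exposed to compounds for 16 hours before the ATP read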
ABCB6 inh MLPCN = human ABCB6 transporter inhibition | Q9NP58 | K562-ABCB6 porphyrin accumulation, flow cytometry, 1 h; stronger effect = lower value | fluorescence ratio to DMSO, % at 10 µM | hit rate 0.19% among 360,000 | AID 602162;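 active = fluorescence ratio to DMSO below 75%, the collection mean minus 3 SD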;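 also: signal is porphyrin accumulated inside mitochondria; 100% equals median channel fluorescence of DMSO control wells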
Cardio protect = protects H9c2 cardiomyocytes from peroxide injury; H2O2 injury protection, ATPLite, 2 h; protection from H2O2 cell death, % at 20 µM; hit rate 0.63% among 360,000; AID 588492;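 active = compounds giving at least 50% protection of heart cells from peroxide-induced death in the single-dose screen, raw or plate-pattern-corrected value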;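 also: 0% = DMSO wells with peroxide and 100% = DMSO wells without peroxide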
Granule exo inh = blocks lytic granule exocytosis. TALL-104 LAMP-1 surface exposure, flow cytometry; cells stimulated with thapsigargin and PMA. inhibition, % at 10 µM. hit rate 0.66% among 360,000. AID 651702;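 active = inhibition above about 55%, limit read from the data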
MC4R ag barr = human MC4R agonism via beta-arrestin; U2OS MC4R beta-arrestin complementation, luminescence; percent of melanotan II response, DMSO zero; activation, % at 8.9 µM; hit rate 0.98% among 360,000;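 active = activation above a per-plate cutoff, the mean activation of sample wells on that plate plus 3 SD, cut at about 8% in these data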
* = called active by the depositor.

Results for O=C(O)c1cccc(CSc2nnc(-c3ccco3)o2)c1 ?
ABHD5-PLIN5 inh: 2; HTR2A ag: 6; aDG glyco up: 1.7; Glyco luc inh: 0; MC4R antagonist: 12; iPSC survival up: -0.6; ABCB6 inh MLPCN: 102; Cardio protect: 2; Granule exo inh: -3; MC4R ag barr: -1.2

What do the screens show for `Cc1cccc(C)c1N(C(=O)c1ccco1)C(C(=O)NC1CCCC1)c1ccncc1` (stereo unspecified)?
ABHD5-PLIN5 inh: -11; HTR2A ag: -1; aDG glyco up: 0.0; Glyco luc inh: -2; MC4R antagonist: 16; iPSC survival up: -0.1; ABCB6 inh MLPCN: 97; Cardio protect: 11; Granule exo inh: -10; MC4R ag barr: 1.0

What do the screens show for `Cc1c2ccccc2nc2c(F)c(NCCO)c(F)c(F)c12`?
ABHD5-PLIN5 inh: 3; HTR2A ag: -1; aDG glyco up: -0.3; Glyco luc inh: 10; MC4R antagonist: -17; iPSC survival up: -3.0; ABCB6 inh MLPCN: 235; Cardio protect: 6; Granule exo inh: -2; MC4R ag barr: -1.4

How did Cc1ccc(C(=O)C(OC(=O)CNC(=O)c2ccc(Cl)cc2)c2ccccc2)cc1 (stereo unspecified) do in these assays?
ABHD5-PLIN5 inh: -6; HTR2A ag: 0; aDG glyco up: -0.1; Glyco luc inh: -1; MC4R antagonist: 12; iPSC survival up: -2.0; ABCB6 inh MLPCN: 103; Cardio protect: -1; Granule exo inh: -1; MC4R ag barr: -0.8

What do the screens show for `CN1C(=O)C(C)(C)c2cc(S(=O)(=O)N3CCCC(C(=O)Nc4ccc(Cl)cc4)C3)ccc21` (stereo unspecified)?
ABHD5-PLIN5 inh: -3; HTR2A ag: 2; aDG glyco up: 0.2; Glyco luc inh: -5; MC4R antagonist: 0; iPSC survival up: -1.0; ABCB6 inh MLPCN: 94; Cardio protect: -16; Granule exo inh: 0; MC4R ag barr: -0.4

How did CCC(=O)N1c2ccccc2-c2nnc(SC)nc2OC1c1ccc(N(C)C)cc1 (stereo unspecified) do in these assays?
ABHD5-PLIN5 inh: 4; HTR2A ag: -2; aDG glyco up: -0.3; Glyco luc inh: 1; MC4R antagonist: 9; iPSC survival up: 4.8; ABCB6 inh MLPCN: 93; Cardio protect: -1; Granule exo inh: 0; MC4R ag barr: -2.0

How did O=S1(=O)CC(N2CCC(Cc3ccccc3)CC2)CN1Cc1ccccc1 (stereo unspecified) do in these assays?
ABHD5-PLIN5 inh: 7; HTR2A ag: -5; aDG glyco up: -0.2; Glyco luc inh: -1; iPSC survival up: -1.5; ABCB6 inh MLPCN: 99; Cardio protect: -7; Granule exo inh: -2

How did Cc1ccc(C)c(S(=O)(=O)N2CCN(C(=O)Cc3ccsc3)CC2)c1 do in these assays?
ABHD5-PLIN5 inh: -2; HTR2A ag: 0; aDG glyco up: -0.1; Glyco luc inh: 3; MC4R antagonist: 18; iPSC survival up: 1.3; ABCB6 inh MLPCN: 98; Cardio protect: 0; Granule exo inh: 3; MC4R ag barr: -2.1

What do the screens show for `COc1ccc(S(=O)(=O)N(CC(=O)N2CCN(C)CC2)c2ccc(C)cc2)cc1Br`?
ABHD5-PLIN5 inh: 1; HTR2A ag: -7; aDG glyco up: 0.6; Glyco luc inh: 5; MC4R antagonist: 8; iPSC survival up: -0.4; ABCB6 inh MLPCN: 94; Cardio protect: 1; Granule exo inh: 2; MC4R ag barr: -1.3

What do the screens show for `O=C1CN(C(=O)c2ccc(Br)o2)C(c2ccc(F)cc2)c2cc(F)ccc2N1` (stereo unspecified)?
ABHD5-PLIN5 inh: -3; HTR2A ag: 2; aDG glyco up: 0.4; Glyco luc inh: 3; MC4R antagonist: 6; iPSC survival up: 8.3; ABCB6 inh MLPCN: 80; Cardio protect: -2; Granule exo inh: -1; MC4R ag barr: 2.0

Results for Cc1nc(Nc2ccncc2)c2oc3ccccc3c2n1 ?
ABHD5-PLIN5 inh: 4; HTR2A ag: -1; aDG glyco up: -0.2; Glyco luc inh: -8; MC4R antagonist: -4; iPSC survival up: 0.0; ABCB6 inh MLPCN: 97; Cardio protect: -2; Granule exo inh: 0; MC4R ag barr: -2.1

Results for Cc1ccc2c(c1)N(S(=O)(=O)c1cc(-c3cc(C)no3)ccc1C)CCO2 ?
ABHD5-PLIN5 inh: 3; HTR2A ag: 3; aDG glyco up: -0.2; Glyco luc inh: -3; MC4R antagonist: -5; iPSC survival up: -0.2; ABCB6 inh MLPCN: 91; Cardio protect: -17; Granule exo inh: 11; MC4R ag barr: 0.3

Results for COc1cccc(C(=O)N(Cc2ccco2)c2c(N)n(Cc3ccccc3)c(=O)[nH]c2=O)c1 ?
ABHD5-PLIN5 inh: 3; HTR2A ag: 1; aDG glyco up: 0.0; Glyco luc inh: 0; MC4R antagonist: -2; iPSC survival up: 0.4; ABCB6 inh MLPCN: 102; Cardio protect: -4; Granule exo inh: 2; MC4R ag barr: -1.4

How did O=C(CSc1nc2ccc(NC(=O)CSc3nnnn3-c3ccccc3)cc2s1)Nc1ccccc1 do in these assays?
ABHD5-PLIN5 inh: -1; HTR2A ag: 0; aDG glyco up: -0.6; Glyco luc inh: -1; MC4R antagonist: 18; iPSC survival up: -1.2; ABCB6 inh MLPCN: 97; Cardio protect: -7; Granule exo inh: -3; MC4R ag barr: 14*

What do the screens show for `COC(=O)C1=C(C)N=C2SC(C#N)=C(N)N2C1c1cccc(OC)c1` (stereo unspecified)?
ABHD5-PLIN5 inh: -2; HTR2A ag: -4; aDG glyco up: -0.3; Glyco luc inh: 2; MC4R antagonist: 16; iPSC survival up: -1.4; ABCB6 inh MLPCN: 101; Cardio protect: 28; Granule exo inh: 0; MC4R ag barr: -1.4

Compounds from the list above with bromine, in the order listed:
What do the screens show for `COc1ccc(S(=O)(=O)N(CC(=O)N2CCN(C)CC2)c2ccc(C)cc2)cc1Br`?
ABHD5-PLIN5 inh: 1; HTR2A ag: -7; aDG glyco up: 0.6; Glyco luc inh: 5; MC4R antagonist: 8; iPSC survival up: -0.4; ABCB6 inh MLPCN: 94; Cardio protect: 1; Granule exo inh: 2; MC4R ag barr: -1.3

What do the screens show for `O=C1CN(C(=O)c2ccc(Br)o2)C(c2ccc(F)cc2)c2cc(F)ccc2N1` (stereo unspecified)?
ABHD5-PLIN5 inh: -3; HTR2A ag: 2; aDG glyco up: 0.4; Glyco luc inh: 3; MC4R antagonist: 6; iPSC survival up: 8.3; ABCB6 inh MLPCN: 80; Cardio protect: -2; Granule exo inh: -1; MC4R ag barr: 2.0

Next part.
What do the screens show for `Cc1ccc(CNC(=O)CCc2ccc(S(=O)(=O)NC3CCCCC3)cc2)cc1`?
ABHD5-PLIN5 inh: 5; HTR2A ag: 3; aDG glyco up: 0.7; Glyco luc inh: -1; MC4R antagonist: -4; iPSC survival up: -1.3; ABCB6 inh MLPCN: 110; Cardio protect: -22; Granule exo inh: -1; MC4R ag barr: 2.4

How did COc1cccc2cc(C(=O)NCc3ccc(F)cc3)c(=N)oc12 do in these assays?
ABHD5-PLIN5 inh: -1; HTR2A ag: 0; aDG glyco up: -0.2; Glyco luc inh: 10; MC4R antagonist: 6; iPSC survival up: -0.3; ABCB6 inh MLPCN: 99; Cardio protect: 3; Granule exo inh: 8; MC4R ag barr: -2.3

How did O=C(O)c1ccccc1NC(=O)c1ccccc1-c1ccccc1C(=O)O do in these assays?
ABHD5-PLIN5 inh: 5; HTR2A ag: 0; aDG glyco up: -0.1; Glyco luc inh: 3; MC4R antagonist: 7; iPSC survival up: -0.4; ABCB6 inh MLPCN: 103; Cardio protect: -2; Granule exo inh: -7; MC4R ag barr: -1.9

What do the screens show for `CC(Sc1n[nH]c(-c2cccs2)n1)C(=O)Nc1ccccc1F` (stereo unspecified)?
ABHD5-PLIN5 inh: 3; HTR2A ag: 7; aDG glyco up: 0.0; Glyco luc inh: 0; MC4R antagonist: 0; iPSC survival up: 0.3; ABCB6 inh MLPCN: 93; Cardio protect: 10; Granule exo inh: 2; MC4R ag barr: -0.5

Results for O=C(C1CC1)N1CCN(Cc2ccccc2)CC1 ?
ABHD5-PLIN5 inh: 3; HTR2A ag: 4; aDG glyco up: 0.0; Glyco luc inh: 0; MC4R antagonist: 5; iPSC survival up: 0.0; ABCB6 inh MLPCN: 99; Cardio protect: 6; Granule exo inh: -4; MC4R ag barr: -0.2

Results for Cc1c(C(=O)N2CCCCC2)nn(-c2ccc(Cl)cc2)c(=O)c1C#N ?
ABHD5-PLIN5 inh: 4; HTR2A ag: 1; aDG glyco up: 0.3; Glyco luc inh: 7; MC4R antagonist: 7; iPSC survival up: 0.7; ABCB6 inh MLPCN: 96; Cardio protect: -1; Granule exo inh: -5; MC4R ag barr: -1.2

How did CCOC(=O)c1c(C)[nH]c(C)c1C(=O)COc1ncnc2ccccc12 do in these assays?
ABHD5-PLIN5 inh: -1; HTR2A ag: -1; aDG glyco up: -0.4; Glyco luc inh: 1; MC4R antagonist: -5; iPSC survival up: -0.2; ABCB6 inh MLPCN: 101; Cardio protect: 4; Granule exo inh: 1; MC4R ag barr: -1.1

Results for Cc1ccc(OCC(=O)O/N=C(\N)c2ccncc2)c(C)c1 ?
ABHD5-PLIN5 inh: -2; HTR2A ag: -2; aDG glyco up: 0.2; Glyco luc inh: -5; MC4R antagonist: -1; iPSC survival up: -0.1; ABCB6 inh MLPCN: 98; Cardio protect: -5; Granule exo inh: 0; MC4R ag barr: -1.6

How did COc1ccc(CN=CC2=C(O)CNC2=O)cc1 do in these assays?
ABHD5-PLIN5 inh: -2; HTR2A ag: 2; aDG glyco up: -0.3; Glyco luc inh: 2; MC4R antagonist: 14; iPSC survival up: -3.8; ABCB6 inh MLPCN: 102; Cardio protect: -4; Granule exo inh: -1; MC4R ag barr: -0.5

How did CCOc1ccc(S(=O)(=O)NCc2ccncc2)cc1 do in these assays?
ABHD5-PLIN5 inh: 4; HTR2A ag: 6; aDG glyco up: 4.5; Glyco luc inh: 0; MC4R antagonist: 5; iPSC survival up: -1.1; ABCB6 inh MLPCN: 92; Cardio protect: -16; Granule exo inh: 4; MC4R ag barr: 0.6

How did CC(NC(=O)CSc1ncnc2nc[nH]c12)c1ccccc1 (stereo unspecified) do in these assays?
ABHD5-PLIN5 inh: -1; HTR2A ag: 0; aDG glyco up: 0.1; Glyco luc inh: 2; MC4R antagonist: -1; iPSC survival up: 0.7; ABCB6 inh MLPCN: 100; Cardio protect: 10; Granule exo inh: 2; MC4R ag barr: -0.9

What do the screens show for `O=C(CCn1c(=O)oc2ccccc21)NCCC1=CCCCC1`?
ABHD5-PLIN5 inh: 0; HTR2A ag: 0; aDG glyco up: 0.0; Glyco luc inh: -1; MC4R antagonist: 11; iPSC survival up: -0.1; ABCB6 inh MLPCN: 99; Cardio protect: 1; Granule exo inh: -2; MC4R ag barr: -2.5
